ASAP1 inh: blocks human ASAP1-stimulated Arf1 GTP hydrolysis. GDP FP detection. Q9ULH1. inhibition, % at 16.5 µM. 360,000 compounds, 0.19% hits; in the data active = inhibition above about 25%;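 also: 0% = vehicle with enzyme and substrate and 100% = no enzyme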
Tn6 DDE FP: DD(E)-Tn6 binding inhibition, primary FP screen | P02675 | inhibition, % at 8.3 µM | Fibrin DD(E) TRITC-Tn6 fluorescence polarization displacement | 370,000 compounds, 0.21% hits;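 active = inhibition above a per-campaign cutoff: mean of compounds within control limits plus 3 SD, cut at about 15% in these data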;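 also: 0% = median of all compound wells on the plate and 100% = blocking peptide control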
MBD2 DNA inh: MBD2-methylated oligo binding inhibition; Q9UBB5; TR-FRET, MBD2 binding to methylated oligonucleotide; inhibition, % at 4.4 µM; 370,000 compounds, 0.31% hits; AID 686964; in the data active = inhibition above about 13%
proKLK7 act: proKLK7 (human) activation, primary screen; P49862; purified proKLK7, EDANS-DABCYL substrate fluorescence; 100% is mature enzyme control, 0% vehicle; activation, % at 7 µM; 370,000 compounds, 0.9% hits; AID 652039;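 active = activation above the mean of all tested compounds plus 3 SD, computed per campaign excluding outliers beyond control limits, cut at about 13% in these data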
Target sequence (P49862 whole entry, looked up): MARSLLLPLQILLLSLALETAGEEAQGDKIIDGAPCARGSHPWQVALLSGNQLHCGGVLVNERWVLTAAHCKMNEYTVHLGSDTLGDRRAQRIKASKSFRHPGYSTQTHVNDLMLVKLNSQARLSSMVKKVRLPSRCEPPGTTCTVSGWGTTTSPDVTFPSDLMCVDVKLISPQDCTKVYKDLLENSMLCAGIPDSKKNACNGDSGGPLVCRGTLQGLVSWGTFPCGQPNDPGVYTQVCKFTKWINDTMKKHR
Tn7 DDE FP: DD(E)-Tn7 binding inhibition, primary FP screen | P02675 | FP displacement of FITC-Tn7 peptide from fibrin DD(E); 0% = median of compound wells per plate | inhibition, % at 8.3 µM | 370,000 compounds, 0.13% hits;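 active = inhibition above the mean of compounds falling within the control limits plus 3 SD of them, cut at about 14% in these data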;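 also: 0% = plate median of compound wells and 100% = 10 µM Aha-Tn7 peptide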
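Assay system: Human clot-derived fibrin DD(E) complex | Buffer or medium: Tris/NaCl/CaCl2 buffer, pH 7.8 | Repeats: One replicate per compound | Benchmarks: Aha-Tn7 high control | Measure: % inhibition scaled between sample-field median and high-control FP | Schedule: 10 min plus 3 h, room temperature | Signal: Fluorescence polarization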
PLCb3 inh: blocks human PLC-beta3 enzyme activity; Q01970; Purified PLC-beta3, fluorogenic substrate, fluorescence; inhibition, % at 12.2 µM; 370,000 compounds, 0.18% hits; AID 720704; in the data active = inhibition above about 11%;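 also: 0% = median of compound wells on plate and 100% = full blocker control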
UHRF1 binding: UHRF1 methyl-DNA binding inhibition; Q96T88; UHRF1 binding to methylated oligo, TR-FRET; inhibition, % at 4.4 µM; 370,000 compounds, 0.75% hits; AID 687016; in the data active = inhibition above about 21%;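 also: UHRF1 SRA domain binding a hemimethylated CpG hairpin DNA probe; 0% = median of test compound wells and 100% = reference inhibitor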
PLCg1 inh: blocks human PLC-gamma1 enzyme activity; 370,000 compounds, 0.84% hits; P19174; AID 720700; purified PLC-gamma1, fluorogenic substrate, fluorescence; inhibition, % at 12.2 µM; in the data active = inhibition above about 9.5%
ARFGAP1 inh: rat ARFGAP1 inhibition; Q62848; Arfgap1-stimulated ARF1 GTP hydrolysis, GDP FP detection; inhibition, % at 16.5 µM; 360,000 compounds, 0.26% hits; AID 651572;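 active = inhibition above a per-plate limit, mean inhibition of low control wells plus 3 SD, cut at about 25% in these data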;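 also: 0% = DMSO wells with enzyme and 100% = wells lacking Arfgap1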
Target sequence (Q62848 1-136 limits assumed): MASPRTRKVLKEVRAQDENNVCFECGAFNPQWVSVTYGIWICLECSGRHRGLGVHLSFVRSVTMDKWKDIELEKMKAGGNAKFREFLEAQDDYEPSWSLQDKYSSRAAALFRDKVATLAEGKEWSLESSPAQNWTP
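material = rat Arfgap1 catalytic domain, aa 1-136 | also added = human ARF1(Δ1-17)-GTP substrate | compound dosing = one concentration, 16.5 µM, DMSO 1.26% | times = GTP hydrolysis reaction 2 h at 25 °C | measured by = FP, GDP Alexa 633 tracer displaced from anti-GDP antibody, 620/688 nm | evaluation = percent inhibition of Arfgap1-stimulated GTP hydrolysis | replication = single well per compound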
ADAM17 inh: ADAM17 inhibition, QFRET primary screen; P78536; inhibition, % at 6.95 µM; recombinant ADAM17, EDANS/DABCYL FRET peptide cleavage; 370,000 compounds, 0.83% hits;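 active = inhibition above the mean of compounds lying between control limits plus 3 SD, set per campaign, cut at about 8.5% in these data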;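 also: 0% = DMSO-only wells as the low control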
Target sequence (P78536 215-824 limits assumed): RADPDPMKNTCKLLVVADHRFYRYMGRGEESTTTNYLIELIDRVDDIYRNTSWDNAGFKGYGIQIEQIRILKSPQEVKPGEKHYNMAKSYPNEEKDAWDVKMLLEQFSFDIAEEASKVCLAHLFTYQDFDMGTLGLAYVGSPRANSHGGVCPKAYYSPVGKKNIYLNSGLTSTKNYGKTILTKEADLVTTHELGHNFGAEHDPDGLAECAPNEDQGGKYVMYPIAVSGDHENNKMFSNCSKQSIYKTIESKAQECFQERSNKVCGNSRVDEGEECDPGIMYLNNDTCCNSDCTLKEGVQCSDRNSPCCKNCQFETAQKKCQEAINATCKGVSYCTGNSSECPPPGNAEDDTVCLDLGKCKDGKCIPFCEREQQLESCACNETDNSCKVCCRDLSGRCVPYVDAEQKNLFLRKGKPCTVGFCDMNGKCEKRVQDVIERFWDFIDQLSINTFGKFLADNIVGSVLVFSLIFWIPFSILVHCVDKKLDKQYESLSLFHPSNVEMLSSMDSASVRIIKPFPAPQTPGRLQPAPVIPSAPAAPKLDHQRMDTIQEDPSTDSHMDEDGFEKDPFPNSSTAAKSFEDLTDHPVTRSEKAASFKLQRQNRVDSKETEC
* marks the source's active call; other numbers are inactive results; i = inactive; . = not tested or not shown.

SMILES	ASAP1 inh	Tn6 DDE FP	MBD2 DNA inh	proKLK7 act	Tn7 DDE FP	PLCb3 inh	UHRF1 binding	PLCg1 inh	ARFGAP1 inh	ADAM17 inh
CCCCCOC(=O)c1cc(=O)[nH]c2ccccc12	7.7	4.2	-5.7	1.0	0.8	-30.0	-0.9	-27.7	3.9	-13.0
Nc1cccc2c1C(=O)N(CCOc1ccc(F)cc1)C2=O	6.1	0.8	-1.5	10.1	3.5	i	1.2	i	2.4	-48.5
Cc1ccc(C(=O)NC(=S)NNC(=O)COc2ccccc2C)cc1	6.8	3.9	0.0	0.0	-0.3	-1.5	-1.4	-0.2	-5.4	-1.9
O=C(N[C@@H]1CCC(=O)N(CC[C@H](Oc2ccccc2)c2ccccc2)CC1)OCc1ccccc1	-2.5	-2.2	2.4	0.4	1.2	6.7	1.3	0.1	-9.5	3.1
Cc1c(C)c2ccc(OCC(=O)Nc3ccccn3)cc2oc1=O	-0.5	-3.8	-5.5	-0.1	5.3	-3.0	-2.7	0.0	6.9	-2.9
CC/C(=C\c1oc2cc3ccccc3cc2[n+]1CC)Nc1ccccc1	-13.9	-8.4	0.2	-0.3	1.2	-5.8	-1.5	-5.1	6.0	-9.9
CCNC(=O)N1CCN(c2ccc(N3CCN(Cc4ccccc4)[C@@H](C)C3)c(C)c2)[C@H](C)C1	8.0	7.2	-9.0	0.0	7.6	-0.5	0.1	-2.1	-1.2	-3.7
O=C(N[C@H](C(=O)N1CCC[C@H]1C(=O)NCCc1ccccc1Cl)c1ccccc1)c1ccccc1	8.9	3.4	-1.7	0.3	-2.9	6.5	-1.6	3.7	0.7	-0.4
O=C(COc1ccc(Cl)cc1)NCc1nnc(SCC(=O)NCCc2ccccc2)o1	23.2	4.3	-1.3	0.2	4.5	1.1	-4.3	3.1	1.9	-3.3
O=C(COC(=O)c1cc(S(=O)(=O)N2CCOCC2)ccc1F)NCc1ccco1	-8.6	12.7	1.2	0.5	2.5	-8.8	0.1	-2.9	-10.3	0.5
O=C(NNS(=O)(=O)c1cccc(Cl)c1)c1cc(-c2ccc(F)cc2)nc2ccccc12	4.9	-2.8	2.8	1.9	-1.7	-41.0	2.8	-18.2	1.9	-14.5
O=C(CCNC(=O)c1ccc(Cl)cc1)Nc1ccc(F)cc1F	10.2	-4.6	-2.2	0.1	-3.4	1.0	-0.6	3.6	4.1	0.8
CCC1(CC)NC(=O)NC1=O	-3.3	0.8	-2.4	-0.2	-4.3	3.4	0.0	1.2	-3.1	0.5
O=C(Nc1ccccc1)C1=C[C@@H](c2ccccc2)C[C@@H](OCc2ccc(CO)cc2)O1	0.8	4.2	0.1	-0.5	5.3	4.2	-2.3	1.8	-7.6	2.1
CCC1(CC)NC(=O)N(CC(=O)NC(=O)NCc2ccccc2)C1=O	5.3	5.3	0.8	-0.7	-7.9	4.1	1.8	2.3	4.2	-1.3
CC(C)n1c(SCC(=O)Nc2ccc3c(c2)OCO3)nc2c1c(=O)n(C)c(=O)n2C	3.6	1.0	5.0	0.2	0.2	1.4	-2.8	0.9	3.2	-4.2
Cc1ccc2c(=O)n3c(nc2c1)C(Cc1ccccc1)NC(=O)c1cccnc1-3 (stereo unspecified)	7.6	6.2	1.5	-0.4	4.0	-1.8	-0.7	-4.4	-0.6	-4.6
CC(C)(C)NC(=O)COc1ccc(-c2ccccc2)cc1	-5.2	-2.5	1.9	0.3	-11.5	6.1	-0.7	1.5	-7.2	0.2
CN(C)C(=O)N1CCN(C(=O)[C@@H](Cc2ccccc2)NC(=O)[C@H]2O[C@@H](n3ccc(N)nc3=O)[C@H](O)[C@@H]2O)CC1	-4.9	1.8	1.7	0.5	-2.6	1.9	-0.3	-4.4	5.0	-2.8
O=C(CCn1c(=O)oc2ccccc21)N(Cc1ccccc1)c1ccccn1	-3.7	2.1	1.1	0.7	4.2	1.2	-3.5	-1.3	-4.6	-5.8
C=C[C@]1(C)C[C@H]1[C@H](NP(=O)(c1ccccc1)c1ccccc1)c1ccccc1	8.2	0.7	-1.7	-0.2	-4.9	1.5	5.0	0.8	-0.8	-2.9
N#C/C(=C\c1cccc([N+](=O)[O-])c1)c1nnc2n1CCCCC2	11.0	9.7	2.6	-0.1	2.0	2.9	5.0	0.2	-9.8	0.5
Cc1ccccc1NS(=O)(=O)c1cc(C(=O)NCCC2=CCCCC2)ccc1Cl	6.5	-8.5	1.3	0.1	3.6	3.0	-2.5	1.7	-9.0	3.4
O=C(Nc1cccc(F)c1)/C(=C\c1cccnc1)NC(=O)c1ccco1	7.5	-1.2	-2.9	-0.3	-3.9	-0.6	1.0	2.1	-0.5	-4.3
Cc1ccc(C2CC2c2n[nH]c(=S)n2-c2cccc(C)c2)cc1 (stereo unspecified)	-7.9	-7.7	0.6	-0.1	-2.3	-1.7	3.4	-1.3	0.2	5.9
CN(C)CCCNc1c2c(nc3ccccc13)CCC2	-1.4	3.1	5.2	-0.2	0.6	-18.2	10.5	-0.8	-15.9	-4.3
Cn1c(=O)[nH]c(=O)c2c1ncn2CCCc1ccccc1	-14.2	-5.6	6.7	0.0	2.5	-1.7	2.0	2.2	3.4	-2.6
O=C(NC(=S)N1CCN(C/C=C/c2ccccc2)CC1)c1ccc(Cl)nc1	-2.5	11.4	1.5	0.3	0.7	-8.9	-1.3	-1.3	10.9	-1.6
C=C(O[C@H]1[C@H](O)CC=C(C(=O)O)[C@@H]1O)C(=O)O	.	-1.6	0.9	0.7	-3.3	0.1	2.5	1.4	.	-2.0
CCOC(=O)Nc1cccc2ccccc12	0.9	-1.1	-3.0	-0.7	3.4	-1.4	1.9	0.9	-6.5	-1.6
O=C(NCC1CCCO1)c1cccc(NC(=O)c2ccccc2)c1 (stereo unspecified)	-8.2	8.8	0.1	-0.6	4.0	-4.5	1.0	-2.7	-1.9	-2.2
CCc1cc2c3c(c(=O)oc2cc1O)CCCC3	9.1	-1.3	4.5	53.5*	1.2	i	-2.2	i	-5.6	i
CCOC(=O)C1CCN(C(=O)CCn2c(=O)[nH]c3ccsc3c2=O)CC1	5.8	-1.3	-1.4	-0.5	-4.7	5.6	1.2	1.3	-1.8	1.7
CN(Cc1ccccc1)C(=O)c1ccc(NC(=O)Cc2ccc(NC(=O)C3CCCN(C(=O)C4CCC4)C3)cc2)cc1 (stereo unspecified)	6.0	-4.2	-3.2	0.1	8.7	-1.7	-0.7	0.9	-2.5	-0.4
COc1ccccc1-c1nnc(NC(=O)c2ccc3ncsc3c2)o1	-2.3	-2.9	7.6	-0.2	3.3	-9.2	-4.5	-8.7	3.0	-3.0
C[C@@H]1CN([C@H](C)CO)C(=O)CCCn2nncc2CO[C@H]1CN(C)Cc1ccccc1	12.9	2.1	-1.0	-0.7	-4.4	-1.4	0.9	-0.8	2.9	-4.8
Cc1cccc(-n2cnc(C(=O)Nc3cccnc3)c2)n1	-4.9	5.0	4.7	-0.3	-1.2	-1.5	1.6	-0.8	12.0	-3.2
C/C(=C\C(=O)c1ccccc1)Nc1cccc(O)c1	4.0	5.2	1.9	0.2	12.6	-2.7	-7.4	-4.1	-10.2	-2.9
C/C(=N\NC(=O)Cn1nc(C)cc1C)c1ccc([N+](=O)[O-])cc1	-9.5	1.7	-5.1	0.4	5.3	-1.2	-1.2	-1.0	5.3	0.6
Cc1ccc(-c2cc(C(=O)N/N=C/c3ccccc3)n[nH]2)o1	6.0	-2.8	1.6	-0.6	5.7	-8.1	-2.1	-0.2	2.7	-0.6

Copied from the results shown for reference:
SMILES	ASAP1 inh	Tn6 DDE FP	MBD2 DNA inh	proKLK7 act	Tn7 DDE FP	PLCb3 inh	UHRF1 binding	PLCg1 inh	ARFGAP1 inh	ADAM17 inh
Cc1cccc(-n2cnc(C(=O)Nc3cccnc3)c2)n1	-4.9	5.0	4.7	-0.3	-1.2	-1.5	1.6	-0.8	12.0	-3.2
C/C(=C\C(=O)c1ccccc1)Nc1cccc(O)c1	4.0	5.2	1.9	0.2	12.6	-2.7	-7.4	-4.1	-10.2	-2.9
C/C(=N\NC(=O)Cn1nc(C)cc1C)c1ccc([N+](=O)[O-])cc1	-9.5	1.7	-5.1	0.4	5.3	-1.2	-1.2	-1.0	5.3	0.6
Cc1ccc(-c2cc(C(=O)N/N=C/c3ccccc3)n[nH]2)o1	6.0	-2.8	1.6	-0.6	5.7	-8.1	-2.1	-0.2	2.7	-0.6

(further entries)
SMILES	ASAP1 inh	Tn6 DDE FP	MBD2 DNA inh	proKLK7 act	Tn7 DDE FP	PLCb3 inh	UHRF1 binding	PLCg1 inh	ARFGAP1 inh	ADAM17 inh
O=c1[nH]cccc1-c1nc2ccccc2n1Cc1cccc(Cl)c1	-5.1	-5.5	-1.0	4.9	11.9	-382.8	-2.8	-275.6	4.2	-341.2
CC1Cc2ccccc2N1C(=S)NC(=O)c1ccco1 (stereo unspecified)	-20.5	-2.4	-0.6	0.1	-8.6	-10.3	-1.0	-1.8	4.3	-0.4
CC1CCN(c2ccc(C(=O)Nc3nnc(C4CC4)s3)cc2[N+](=O)[O-])CC1	3.0	-0.2	0.2	0.3	2.8	-0.1	0.7	-2.0	-7.1	-2.0
COC(=O)CN(c1nc(C)cc(OC)n1)S(=O)(=O)c1ccccc1	-1.6	0.9	3.1	0.1	-0.8	0.1	-0.8	0.3	-1.4	-0.1
CC(=O)N1CCOc2ccc(S(=O)(=O)N3CCC(C(=O)NCc4ccccc4)CC3)cc21	-3.1	-3.9	-0.9	0.3	-0.2	-1.9	1.6	0.7	-3.9	-1.4
CCCCS(=O)(=O)Nc1ccc(C)cn1	10.1	8.5	-4.0	5.2	5.5	-60.6	-3.2	-59.4	8.5	-74.6
O=C(NCCc1nnc2ccc(NCc3cccnc3)nn12)c1ccccc1F	-3.0	0.9	0.4	-0.5	9.0	-9.5	-0.7	-1.9	-5.5	-5.3
COc1ccc(CNC(=S)Nc2cccc(Cl)c2)cc1	-1.8	-2.1	7.3	-0.2	1.2	-9.9	9.3	-0.5	20.4	3.7
OCCNc1nc(Nc2ccccc2C(F)(F)F)nc(N2CCCC2)n1	-1.0	11.7	0.4	0.5	-2.8	2.9	0.3	2.9	0.6	-0.2
N/C(=N\OC(=O)c1cccc(Br)c1)c1ccc(Br)cc1	9.3	-0.6	-0.5	0.1	1.0	0.2	-0.8	0.0	-3.6	-3.6
CC(COc1ccc(F)cc1)CN1CCC(C(O)(c2ccccc2)c2ccccc2)CC1 (stereo unspecified)	.	-2.8	-1.2	-0.1	1.8	2.4	0.0	4.1	.	-2.5
Cc1ccc(-c2nc(NC(=O)CSc3ccc4ccccc4n3)ns2)cc1	-3.1	1.0	0.5	-0.3	1.7	-0.8	0.1	2.2	-5.2	-0.8
Cc1cc(SCC(=O)Nc2ccccc2)nc(C)n1	-2.4	-8.2	-2.5	-0.3	-1.6	0.1	16.3	1.7	9.6	-5.2
COc1cc(NC(=O)c2sc3nc(C)nc(N4CCOCC4)c3c2C)cc(OC)c1OC	2.0	-8.1	6.3	-0.7	1.4	-4.9	10.9	-1.3	3.3	-0.4
CC(=O)NC1(C(F)(F)F)NC(=O)N(CC(C)C)C1=O (stereo unspecified)	3.7	-4.4	0.8	-0.2	10.5	-1.1	2.5	-2.9	-12.8	-4.6
